Screening results from PubChem BioAssay.
NR2E3 ag-1 – agonists of human nuclear receptor NR2E3; Q9Y5X4; GST-NR2E3/biotin-RetCOR TR-FRET, 1536-well; inhibition of corepressor binding, % at 4.78 µM; 320,000 compounds, 0.12% hits; AID 2300;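 active = percent inhibition above the cutoff of mean plus 3 SD of all tested compounds, set per screening campaign, cut at about 20% in these data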;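 also: 0% = DMSO wells and 100% = biotin wells as full block of FRET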
Target sequence (Q9Y5X4 whole entry, looked up): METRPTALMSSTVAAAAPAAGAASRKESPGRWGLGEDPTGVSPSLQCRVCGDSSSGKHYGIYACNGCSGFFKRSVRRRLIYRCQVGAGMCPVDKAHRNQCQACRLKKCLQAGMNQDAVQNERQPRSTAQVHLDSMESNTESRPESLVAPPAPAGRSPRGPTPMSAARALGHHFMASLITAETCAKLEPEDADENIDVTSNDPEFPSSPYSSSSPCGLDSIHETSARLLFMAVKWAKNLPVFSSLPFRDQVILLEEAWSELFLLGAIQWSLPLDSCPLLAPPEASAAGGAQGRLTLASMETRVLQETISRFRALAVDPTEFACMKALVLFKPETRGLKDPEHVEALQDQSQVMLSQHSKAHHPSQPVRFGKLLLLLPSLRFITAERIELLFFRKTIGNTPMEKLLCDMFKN
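System: GST-tagged NR2E3 plus biotinylated RetCOR corepressor; Buffer or medium: pH 7.5 Tris-based buffer; Probe or stimulus: RetCOR corepressor, biotinylated, 7 nM; Doses: compound at 4.8 µM, single dose; Schedule: 5 h incubation at 4 °C; Technique: time-resolved FRET; Evaluation: percent inhibition of TR-FRET ratio; Replication: one well per compound, singlicate testing.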
Shn3 3UTR inh – reduces Shn3 3'UTR luciferase signal in osteoblasts | Clone20 osteoblast Shn3 3'UTR firefly luciferase, 24 h | inhibition, % at 12.5 µM | 360,000 compounds, 0.52% hits | AID 588674;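 active = mean inhibition of at least 75% with every replicate also reaching 75%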;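 also: 0% = median of neutral control wells and 100% = pilot-screen positive control compound; some compounds past the cut are filed as inactive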
CF NFkB inh – blocks PAF-induced NF-kB reporter in cystic fibrosis cells; KKLEB NF-kB-GFP reporter, GFP fluorescence overnight; inhibition, % at 5 µM; AID 588850; 360,000 compounds, 0.86% hits;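 active = at least 50% inhibition at 5 µM, scaled per plate between neutral and stimulator controls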;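 also: PAF is a Pseudomonas aeruginosa culture filtrate used as stimulus; plate controls were PAF-stimulated DMSO wells for no effect and unstimulated DMSO wells for full effect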
HIF-2a inh – inhibitors of HIF-2a | AID 624352 | inhibition, % at 18.8 µM | 360,000 compounds, 0.72% hits | 786-0 RCC cells HIF-2a reporter, luciferase luminescence, overnight;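 active = inhibition of the luminescence signal of 40% or more relative to plate controls, in a single-dose primary screen at 18.75 µM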
TRPM1 prom inh – MITF TRPM1 promoter inhibition in SK-MEL-5 cells. SK-MEL-5 TRPM1 promoter luciferase, 24 h. inhibition, % at 12.5 µM. 330,000 compounds, 0.83% hits. AID 488899;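 active = mean inhibition across replicates of 60% or more, whatever share of single replicates reaches that level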; also: values of inactives mirror those of a sister screen read the other way
iPSC survival up – enhancers of human iPSC single-cell survival | hiPSC single-cell survival, ATPlite luminescence; 100% = ROCK inhibitor wells, 0% = DMSO | survival enhancement, % at 20 µM | 360,000 compounds, 0.044% hits; in the data active = survival enhancement above about 18%;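 also: cells exposed to compounds for 16 hours before the ATP read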
Peg3 prom inh – Peg3 promoter activity inhibition; HeLa PEG-Prom luciferase reporter, luminescence, overnight; inhibition, % at 20 µM; 360,000 compounds, 1.7% hits;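 active = inhibition of at least 50% at 20 µM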
TRAIL sens C8 – sensitizes caspase-8 expressing cells to TRAIL; NB7+C8 cells + TRAIL, ATPlite viability luminescence; inhibition (viability loss, TRAIL sensitization), % at 10 µM; 360,000 compounds, 1% hits; AID 624354;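 active = compounds causing at least 50% loss of cell viability in the single-dose screen, relative to plate controls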
LMP1 NFkB inh – reduces LMP1-driven NF-kappaB luciferase signal. LMP1-induced NF-kappaB luciferase reporter cells, luminescence. inhibition, % at 12.5 µM. 350,000 compounds, 0.69% hits. AID 504558; in the data active = inhibition above about 41%;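 also: 0% = neutral control wells and 100% = reference inhibitor control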
NR2E3 ag-2 – activates human NR2E3 receptor. CHO-S Gal4-NCOR/VP16-NR2E3 two-hybrid, luciferase. inhibition of corepressor binding, % at 3.98 µM. 360,000 compounds, 0.35% hits. AID 602229;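 active = inhibition above the mean of all tested compounds plus 3 SD, cut at about 70% in these data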;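 also: 0% = DMSO with NR2E3 transfected cells and 100% = cells lacking NR2E3 construct; higher means lower luciferase signal from less NR2E3 corepressor binding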
KKLEB tox – CF airway cell cytotoxicity counter-screen | KKLEB CF airway cells viability, ATPlite luminescence, overnight; active compounds read low; cells stimulated with P. aeruginosa culture filtrate | activity change (cytotoxicity), % at 5 µM | 360,000 compounds, 0.36% hits;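 active = corrected activity change at or below -50% at 5 µM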
An asterisk follows results filed as active; nt = no result given; & = joins results of further samples.

SMILES	NR2E3 ag-1	Shn3 3UTR inh	CF NFkB inh	HIF-2a inh	TRPM1 prom inh	iPSC survival up	Peg3 prom inh	TRAIL sens C8	LMP1 NFkB inh	NR2E3 ag-2	KKLEB tox
Cn1nccc1NC(=O)Nc1cccc(Cl)c1Cl	1	4	11	4	11	1.8	-1	-7	10	4	0
COCCn1c(SCC(=O)N2CC(=O)Nc3ccccc32)nc2ccccc2c1=O	1	-7	12	9	5	0.5	19	-12	-9	4	1
CCOC(=O)CN1NC2(CCCCC2)NC1=S	2	2	8	19	-6	-1.4	5	4	-3	-21	-1
O=C1NN=C(CSc2n[nH]c(=S)s2)CS1	-3	-16	14	6	10	6.6	3	-4	-5	1	-12
COc1ccc(/C=N/OCc2ccc(Br)cc2)c(OC)c1	-2	-17	10	-158	-38	-0.2	-77	5	0	3	-5
CCOC(=O)C1=C(C)NC(SCC(N)=O)=C(C#N)C1c1ccncc1 (configuration not stated)	2	-10&-17	0&6	3&23	4&-6	5.6&2.8	-9&12	-15&-1	-6&-1	-2&-7	4&2
Cn1c2c(c(=O)n(C)c1=O)C(c1ccc(O)cc1)Nc1ccccc1O2 (configuration not stated)	-1	-2	-11	17	-3	-0.9	9	-5	-7	9	3
CC(C)NC(=O)c1onc(CSc2ccc(Cl)cc2)c1C(=O)NC(C)C	2	-28	11	18	-11	-0.1	16	-8	-5	0	-19
N=C1CCCN1CC(=O)c1ccc(Cl)cc1	-2	-27	-21	-66	4	-1.1	-41	-5	-11	-45	-4
COc1cc(C)c(C)cc1S(=O)(=O)N1CCN(Cc2ccccc2)CC1	1	-4	-1	17	6	0.5	14	3	-4	-10	-5
Cc1ccccc1-n1c(SCC(=O)N/N=C/c2c(C)nn(-c3ccccc3)c2C)nc2ccccc2c1=O	0	18	-9	15	9	-0.3	54*	10	6	2	19
Cc1ccc(-n2c(Cn3cnc4ccccc43)nnc2SCC(=O)O)cc1	0	-5	-2	11	11	0.8	11	-28	-16	-18	-17
COc1ccc(CCN(C)C(=S)NC(=O)c2ccc(F)cc2Cl)cc1OC	3	3	7	7	-2	-1.0	-6	0	-1	-4	4
Cc1cccc(NC(=O)CSc2nc(=O)n(CCCN3CCOCC3)c3c2CCCC3)c1	2	3	-3	0	11	-0.6	6	5	-5	-6	9
O=C(CSc1nc2ccccc2[nH]1)NC(=O)NCc1ccco1	0	7	6	-8	-2	3.1	1	-13	-10	-9	-3
Cn1c(CSc2ncccn2)nnc1SCC(=O)N1CCCC1	2	1	5	17	1	-0.2	11	-11	2	-23	3
O=c1cc(-c2cccc([N+](=O)[O-])c2)[nH][nH]1	3	6	-6	16	-12	0.9	-4	0	-3	0	-13
CCOC(=O)N(C)c1c(CC)nc2c(OCCC3CCCCC3)cccn12	nt	6	29	13	nt	-1.9	7	3	nt	2	-24
O=NN(CCCl)C(=O)NCCCl	0	10	6	0	-1	-2.9	1	6	-1	-11	28
CCc1ccc(C(=O)Nc2ccc3nc(C)ccc3c2)cc1	-2	-75	-4	-274	-97	-0.3	-316	26	-18	-105	8
CCc1ccc(C(=O)Nc2ccc(C)c(NS(C)(=O)=O)c2)cc1	-1	-40	-7	-104	-16	0.5	-41	5	3	-5	-11
CCOC(=O)N1CCN(C(=O)COC(=O)c2oc3ccc(OC)cc3c2C)CC1	4	-15	-15	-35	-21	-0.4	-28	2	-4	0	0
CN(Cc1cnccn1)Cc1ccccc1OCC(O)CN1CCc2ccccc2C1 (configuration not stated)	-4	3	3	20	3	-0.3	1	26	6	1	-8
CCOCCn1c(COc2ccccc2)nc2ccccc21	2	-4	-4	-45	-10	-0.5	-31	6	1	-18	0
Cc1ccc(NC(=S)NC(=O)CC2CC(C)(C)OC2=O)cc1 (configuration not stated)	1	-9	4	-18	-2	0.4	-21	-3	-2	-3	-2
CCCOc1ccc(N2C(=O)CC(N3CCOCC3)C2=O)cc1 (configuration not stated)	-1	-5	-10	15	8	0.4	4	-6	0	0	-19
O=C(NNc1ccc([N+](=O)[O-])cc1[N+](=O)[O-])c1ccco1	-11	-109	11	-3	26	1.7	24	-4	3	9	10
NNc1nc2c(Cl)c(Cl)ccc2s1	-4	-101	-12	-125	16	-0.1	-76	-8	-3	-60	1
Cc1cc(O)c(Sc2ccc(Cl)cc2)c(=O)[nH]1	-3	-14	6	21	13	-0.1	14	-8	2	-8	1
Cc1ccc(C)n1NC(=O)c1cccs1	0	23	3	2	2	2.2	5	-8	-1	12	-2
COc1cc(CNn2nnnc2N)ccc1OCc1c(Cl)cccc1Cl	-1	35	-15	5	-4	2.8	-1	-6	-4	14	-7
Cc1noc(C)c1C(=O)Nc1cccc(S(=O)(=O)N2CCOCC2)c1	2	-2	-9	8	8	-0.6	12	-9	1	-24	-2
COc1cccc(/C=N/Nc2nnc3c(n2)[nH]c2ccccc23)c1OC	-1	-38	-6	-157	-29	-0.4	-93	19	-6	-50	-17
CCCCCc1ccc(CC(=O)O)cc1	-3	-2	-3	5	0	-1.4	8	-16	5	20	-7
CCOC(=O)N(C)S(=O)(=O)c1ccccc1[N+](=O)[O-]	4	-7	7	12	5	1.0	6	-7	-2	-5	-10
CC(C)C(C(=O)NCc1ccco1)N(C(=O)CNS(=O)(=O)c1ccccc1)C1CCCC1 (configuration not stated)	-8	8	-6	2	13	-0.7	-4	-11	1	-22	-4
Cc1cc2nc(C(C)(C)C)cc(N)n2n1	4	14	-6	5	-5	1.1	-6	3	7	-14	13
O=C(CSc1ccc2nnc(-c3cccnc3)n2n1)Nc1ccccc1F	nt	15	10	17	nt	-3.2	12	-15	-8	-30	-12
O=S(=O)(NCCc1ccccc1)c1ccc(Br)cc1	-2	-3	10	-13	-6	0.1	-12	13	-5	-6	8
Clc1ccc(-c2nnc(CNC3CC3)o2)cc1	2	-14	-21	-21	8	0.8	14	22	6	3	7
CN(C)CCCNc1oc(-c2ccccc2Cl)nc1S(=O)(=O)c1ccc(F)cc1	-1	-1	10	7	-6	-0.5	19	-13	-2	2	-13
CC(=O)Nc1ccc2c(c1)CN(c1cc(C)ccc1C)CO2	-1	31	-15	13	13	-0.2	12	4	-5	6	-8
Nn1c(Cc2cccc3ccccc23)nnc1SCc1c(F)cccc1Cl	1	11	17	18	-1	3.8	20	-3	-3	4	-9
CCOC(=O)CNC(=O)C(Cc1ccccc1)NS(=O)(=O)c1ccc2c(c1)CCC(=O)N2 (configuration not stated)	0	-8	12	13	6	-1.3	18	-10	-6	-1	10
Cc1c(CCC(=O)O)c(=O)oc2cc3occ(-c4ccc(Cl)cc4)c3cc12	-2	10	-34	12	-5	-0.4	2	3	1	-8	1
CC(Oc1ccccc1F)c1nnc(SCC(=O)Nc2ccc(N3CCOCC3)cc2)o1 (configuration not stated)	1	-3	-13	10	2	-0.4	15	16	0	-11	-2
CCOC(=O)c1nc(C)nc(Sc2n[nH]c(-c3ccccc3)n2)c1C	0	1	2	11	-6	-0.4	8	-30	-11	1	-3
CC(C)=CCc1c(O)ccc(C2COc3c(CC=C(C)C)c(O)cc(O)c3C2=O)c1O (configuration not stated)	-1	-11	10	-70	nt	2.3	-42	-23	-20	-17	-2
Cc1cccc(NC(=O)CSc2nc(NS(=O)(=O)c3ccccc3)cc(=O)[nH]2)c1	2	-7	-4	16	0	1.3	16	0	2	-26	5
O=C(O)c1cccc(NC(=O)c2cccc(NC(=O)C3CCCO3)c2)c1 (configuration not stated)	2	-3	-20	47*	59	0.2	48	-15	10	-21	1
Next records
SMILES	NR2E3 ag-1	Shn3 3UTR inh	CF NFkB inh	HIF-2a inh	TRPM1 prom inh	iPSC survival up	Peg3 prom inh	TRAIL sens C8	LMP1 NFkB inh	NR2E3 ag-2	KKLEB tox
Cc1ccc2c(=O)cc(C(=O)Nc3ccc(S(=O)(=O)Nc4onc(C)c4C)cc3)oc2c1	1	-1	9	7	3	-0.2	-8	-3	-8	-40	10
Cc1ccc(Cl)cc1NC(=O)c1ccccn1	-2	-2	12	-146	-24	2.3	-71	-1	-10	-42	-1
Cc1noc(C)c1C(=O)OCC(=O)NCCc1ccc(S(N)(=O)=O)cc1	nt	-34	-10	9	7	9.7	5	-13	2	-4	3
CCN1CCN(CC(=O)Nc2ccc(S(=O)(=O)N3C(C)CCCC3C)cc2)CC1 (configuration not stated)	7	-23	-2	-1	-13	-0.3	6	3	-8	5	1

An excerpt from above in order of their number in NR2E3 ag-2, ascending.
SMILES | NR2E3 ag-2
Cc1ccc(Cl)cc1NC(=O)c1ccccn1 | -42
Cc1ccc2c(=O)cc(C(=O)Nc3ccc(S(=O)(=O)Nc4onc(C)c4C)cc3)oc2c1 | -40
Cc1noc(C)c1C(=O)OCC(=O)NCCc1ccc(S(N)(=O)=O)cc1 | -4

Another view of 3 compounds above.
Molecule: Cc1noc(C)c1C(=O)OCC(=O)NCCc1ccc(S(N)(=O)=O)cc1
  NR2E3 ag-1 = nt
  Shn3 3UTR inh = -34
  CF NFkB inh = -10
  HIF-2a inh = 9
  TRPM1 prom inh = 7
  iPSC survival up = 9.7
  Peg3 prom inh = 5
  TRAIL sens C8 = -13
  LMP1 NFkB inh = 2
  NR2E3 ag-2 = -4
  KKLEB tox = 3
Molecule: Cc1ccc(Cl)cc1NC(=O)c1ccccn1
  NR2E3 ag-1 = -2
  Shn3 3UTR inh = -2
  CF NFkB inh = 12
  HIF-2a inh = -146
  TRPM1 prom inh = -24
  iPSC survival up = 2.3
  Peg3 prom inh = -71
  TRAIL sens C8 = -1
  LMP1 NFkB inh = -10
  NR2E3 ag-2 = -42
  KKLEB tox = -1
Molecule: Cc1ccc2c(=O)cc(C(=O)Nc3ccc(S(=O)(=O)Nc4onc(C)c4C)cc3)oc2c1
  NR2E3 ag-1 = 1
  Shn3 3UTR inh = -1
  CF NFkB inh = 9
  HIF-2a inh = 7
  TRPM1 prom inh = 3
  iPSC survival up = -0.2
  Peg3 prom inh = -8
  TRAIL sens C8 = -3
  LMP1 NFkB inh = -8
  NR2E3 ag-2 = -40
  KKLEB tox = 10

An excerpt, so the mix of outcomes need not match the whole.
